Compound activity: PubChem BioAssay, Broad Institute
Casp6 inh: inhibitors of human caspase-6. purified caspase-6, Z-VEID-R110 cleavage fluorescence. inhibition, % at 12.5 µM. 0.53% of 350,000 active;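 active = mean inhibition across replicates at least about 35%, with every replicate also reaching that limit, limit read from the data; inconclusive = only one of the two criteria met; inactive = neither criterion met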;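 also: 0% = median of neutral control wells and 100% = no fluorescence left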
DENV2 CPE: protects cells from dengue virus 2 cytopathic effect. DENV2-infected cells, cytopathic effect rescue, plate reader. CPE inhibition, % at 9.99 µM. 1.7% of 350,000 active. AID 651640; in the data active = CPE inhibition above about 20%, passing the limit was not always enough; inconclusive = no clear call, values can overlap the other calls; tested in BHK-21 cells;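 also: 0% = median of neutral control wells and 100% = median of positive control wells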
ERAP1 inh: ERAP1 (human) enzyme inhibition; Q9NZ08; recombinant ERAP1, Leu-AMC fluorescence, 60 min; inhibition, % at 10.7 µM; 0.15% of 340,000 active; AID 652197;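 active = mean replicate inhibition of at least 30%, or all replicates individually reaching that 30% level; inactive = mean below 30% and not every replicate reaching it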;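 also: 0% = neutral control wells and 100% = L-leucinethiol positive control wells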
Target sequence (Q9NZ08 whole entry, looked up): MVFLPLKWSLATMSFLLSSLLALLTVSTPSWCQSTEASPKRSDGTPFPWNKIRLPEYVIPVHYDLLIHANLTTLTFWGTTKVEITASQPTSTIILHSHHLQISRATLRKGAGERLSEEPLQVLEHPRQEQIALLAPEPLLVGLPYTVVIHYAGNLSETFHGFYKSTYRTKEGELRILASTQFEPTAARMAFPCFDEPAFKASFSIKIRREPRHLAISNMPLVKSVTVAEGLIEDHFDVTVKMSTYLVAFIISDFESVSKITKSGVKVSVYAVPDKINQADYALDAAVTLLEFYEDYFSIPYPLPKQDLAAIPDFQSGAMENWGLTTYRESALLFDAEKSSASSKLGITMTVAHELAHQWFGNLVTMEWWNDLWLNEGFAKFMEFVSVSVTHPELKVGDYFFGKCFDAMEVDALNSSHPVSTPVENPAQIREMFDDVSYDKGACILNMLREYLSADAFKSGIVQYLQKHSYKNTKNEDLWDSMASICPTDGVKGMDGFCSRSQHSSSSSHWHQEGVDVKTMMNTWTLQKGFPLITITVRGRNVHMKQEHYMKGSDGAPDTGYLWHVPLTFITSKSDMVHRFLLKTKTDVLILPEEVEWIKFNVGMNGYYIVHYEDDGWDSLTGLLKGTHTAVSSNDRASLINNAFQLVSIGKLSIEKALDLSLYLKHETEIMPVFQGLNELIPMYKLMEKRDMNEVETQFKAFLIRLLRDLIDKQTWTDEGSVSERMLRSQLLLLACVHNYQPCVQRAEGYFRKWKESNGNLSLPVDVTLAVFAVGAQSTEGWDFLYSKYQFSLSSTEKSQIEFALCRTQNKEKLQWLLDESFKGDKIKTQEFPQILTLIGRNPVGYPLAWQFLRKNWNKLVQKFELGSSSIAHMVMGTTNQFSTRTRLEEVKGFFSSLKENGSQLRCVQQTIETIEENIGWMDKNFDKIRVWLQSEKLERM
SIRT5 inh: inhibitors of human sirtuin-5 desuccinylase. Q9NXA8. Purified SirT5, succinyl-peptide AMC, trypsin-coupled fluorescence. inhibition, % at 15 µM. 1.1% of 330,000 active; in the data active = inhibition above about 15%; inconclusive = no clear call, values can overlap the other calls
ERp5 inh: inhibitors of human ERp5. Q15084. ERp5 insulin aggregation, absorbance 650 nm, 90 min. inhibition, % at 9.99 µM. 0.05% of 350,000 active. AID 651711;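 active = mean replicate inhibition above about 25%, with every replicate also reaching it, limit read from the data, passing the limit was not always enough; inconclusive = only one of those two criteria met; inactive = neither criterion met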
F508del corr: CFTR F508del correction in bronchial cells; CFBE cells, YFP halide quenching; stimulated with forskolin plus potentiator P3; % fluorescence drop versus neutral controls; activity (quench increase), % at 7.58 µM; 0.36% of 350,000 active; AID 720511;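 active = mean added fluorescence quench of at least 8% versus neutral control, with both replicates also reaching 8%; inconclusive = only one of the mean or replicate conditions met; inactive = mean below 8% and not both replicates reaching 8%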;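 also: cells transiently co-express mutant CFTR-F508del with the halide-sensitive YFP; corrector assay measuring rescue of mutant channel to the surface after 24 h compound exposure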
miR-122 sensor: blocks miR-122 activity in Huh7 sensor cells. Huh7 miR-122 Renilla luciferase sensor, 48 h; neutral wells = 0, positive control = 100. activation (reporter increase), % at 12.5 µM. 0.3% of 340,000 active;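 active = mean replicate activation score at least 90 and every replicate individually at or above 90; inconclusive = only one of the two criteria met; inactive = neither criterion met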;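 also: higher luciferase means less miR-122 activity so hits act as miR-122 inhibitors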
Active calls of the source: *; ? = inconclusive; nt = no result given; [ ] = dose if it differs, or a comment. Compounds as they come. Share with any hit: about 4%.

SMILES	Casp6 inh	DENV2 CPE	ERAP1 inh	SIRT5 inh	ERp5 inh	F508del corr	miR-122 sensor
O=C(Nc1cccc(-c2cn3ccccc3n2)c1)c1cccs1	3	3	-2	1	-1	nt	nt
CCOc1ccc(Nc2ncnc(N)n2)cc1	4	4	-2	-1	2	nt	nt
C[C@H]1C=C(C(=O)O)O[C@@H](OCc2ccc(CO)cc2)C1	0	-22	-2	0	0	0.3	-4
CO[C@@H]1CN(C)C(=O)c2ccc(NS(=O)(=O)c3ccccc3F)cc2OC[C@H](C)NC[C@H]1C	2	-4	3	-1	-3	-0.5	nt
CN(C)C(=O)CCc1ccc2c3c([nH]c2c1)[C@]1(CCC2CCCC2)[C@@H](C(=O)N2CCOCC2)C[C@H](CC(=O)NCCN2CCOCC2)C(=O)N1CC3	-5	-17	-4	2	3	1.1	0
O=C(NC1=NCCS1)C1CC(=O)N(c2ccc(Cl)cc2)C1 (stereo not given)	-2	11	-1	-3	-5	-0.6	-5
CCN(CC)C(=O)c1ncn2c1C(=O)N[C@@H](C)C2	-1	0	-4	4	2	-2.2	nt
C/C=C/c1ccc([C@H]2[C@@H](CO)N3CCCCN(S(=O)(=O)c4ccc(OC)cc4)C[C@@H]23)cc1	-4	-12	0	-4	2	1.6	-4[16.7 µM]
OCCSc1nc(-c2ccccc2)nc2ccc(F)cc12	-2	4	-2	-2	-2	nt	-3
CC1CCN(CC(C)OC(=O)c2ccc3c(c2)OCCO3)CC1 (stereo not given)	1	-1	nt	nt	-3	2.7	nt
Cc1nn(C)cc1-c1cc(C(=O)O)c2ccccc2n1	0	2	-1	-13	-11	-0.4	nt
CCCNC(=O)N1C[C@H](O)COC[C@@H]2O[C@@H](CC(=O)N3CCCCC3)CC[C@H]21	-1	-6	7	-1	-3	-0.2	-1[16.7 µM]
O=C(c1ccccc1F)N1C[C@@H]2[C@H](c3ccccc31)[C@H](CO)N2C(=O)Nc1ccccc1	1	9	-3	1	3	0.0	42[16.7 µM]
CCc1nnc(NC(=O)CSc2nnc(CNc3ccc(C)cc3)n2C)s1	-2	0	-3	4	-1	0.3	2
COc1ccc(CCCc2n[nH]c(=S)o2)cc1C	-5	8	0	-3	-2	3.2	-2
Cc1cc(N/N=C/c2ccccc2[N+](=O)[O-])nc(-n2nc(C)cc2C)n1	-19	-17	-1	nt	0	-5.5	-2
CC(C)C#Cc1ccc([C@@H]2[C@@H](CO)N(C(=O)CN(C)C)[C@H]2C#N)cc1	-5	?	-1	8	6	-0.1	nt
CN(C(=O)c1ccc(NC(=O)Cc2ccc(NC(=O)C3CCN(C(=O)C4CCCC4)CC3)cc2)cc1)C1CCCC1	-4	-5	7	-1	3	2.7	nt
O=C(NC1=C(Nc2ccc(Cl)cc2)C(=O)c2ccccc2C1=O)c1ccccc1	23	7	0	0	4	nt	nt
CCCc1[nH]n(-c2ccc([N+](=O)[O-])cc2)c(=O)c1C(C)=NCc1ccncc1	2	-5	-1	-3	2	0.2	-4
CCOC(=O)c1c(C)[nH]c(C(=O)COc2ccc3ccc(=O)oc3c2)c1C	17	-6	-2	1	1	1.0	-8
Cn1cc(Br)c(C(=O)Nc2sc3c(c2C#N)CCC3)n1	3	10	3	-2	-11	-1.0	-4
Nc1ncnc(Nc2ccccc2Oc2ccccc2)n1	2	-3	-4	2	8	-0.9	nt
CC(C)NC(=O)C1(C)CSCC(=O)N1Cc1ccco1 (stereo not given)	-3	7	nt	-2	0	-2.5	nt
O=S(=O)(Nc1ccc(Cl)cn1)c1ccc2c(c1)OCCO2	0	-7	-10	-4	0	-3.5	60
CCCn1c(N2CCN(Cc3ccc(Cl)cc3)CC2)nc2ccccc21	3	6	1	-2	5	2.3	-18
CCCCN(C(=O)c1ccc(Cl)c(S(=O)(=O)N2CCOCC2)c1)c1c(N)n(CCC)c(=O)[nH]c1=O	-1	3	-5	-1	-10	-1.6	-1
COc1cc(Oc2ccccc2)nc(N)n1	0	4	nt	nt	5	-2.5	nt
C=C[C@H](CC(C)C)N(Cc1ccccc1)S(=O)(=O)N(Cc1ccccc1)[C@@H](C=C)CC(C)C	1	5	-6	-1	4	-1.3	3
O=C(O)c1ccccc1C(=O)Nc1ccc(S(=O)(=O)Nc2ccc(F)cc2)cc1	-2	2	-6	-1	-2	2.4	16
COc1ccc2c(c1)nc(SCC(=O)c1ccc(Br)s1)n2C	-3	-1	0	-1	-3	-2.3	-3
Cc1cc(C(=O)N/N=C/C=C/c2ccccc2)n[nH]1	-3	7	-1	-2	5	1.2	-6
Cn1c(SCC(=O)NC2CCS(=O)(=O)C2)nnc1-c1ccco1 (stereo not given)	1	7	-2	-3	0	-0.6	-5
Cc1ccc(-n2c(=O)cc(N3CCCCCC3)[nH]c2=O)cc1	0	4	3	-3	-7	-2.2	-2
Cc1cc(C(=O)Nc2cccc3c2O[C@@H](CN(C)Cc2ccc(Cl)c(Cl)c2)[C@@H](C)CN([C@@H](C)CO)C3=O)n(C)n1	1	-3	-5	0	2	-3.7	63[16.7 µM]
COC(=O)[C@@H]1[C@@H](CO)[C@@H]2Cn3c(ccc(C4=CCCCC4)c3=O)[C@@H]2N1C(=O)c1ccccc1F	-2	-1	6	-2	1	-1.6	2[16.7 µM]
CCc1ccccc1NC(=O)c1sc2nc(C)cc(C)c2c1N	0	-2	-4	-1	2	0.6	0
Cc1ccc(C(=O)N2CCN(c3ccccc3O)CC2)cc1S(=O)(=O)N1CCCCC1	2	5	4	4	0	-1.1	3
COc1ccccc1/C=N/Nc1nc(C)c(C(C)=O)s1	-1	3	2	-7	-2	-1.8	1
O=C(Cc1ccccn1)N1CC2(C1)[C@@H](c1ccccc1)[C@H](CO)N2C(=O)c1ccncc1	-1	-2	-6	0	7	3.0	nt
COc1ccc(CN(C)C[C@H]2OCCCC[C@@H](C)Oc3ccc(NS(=O)(=O)c4cn(C)cn4)cc3C(=O)N([C@H](C)CO)C[C@@H]2C)cc1	1	52*	-5	-5	-2	-2.5	11[16.7 µM]
CCOC(=O)c1ccc(Oc2nc(OC)cc(OC)n2)cc1	-3	-2	1	2	-3	-0.2	nt
Nc1nc2c(ncn2[C@@H]2O[C@H](CNCc3ccccc3)[C@@H](O)[C@H]2O)c(=O)[nH]1	4	-4	-2	1	-3	-0.2	2
Cc1ccc(S(=O)(=O)N2CCOCC2)cc1NC(=O)COC(=O)Cc1ccc(Cl)cc1	0	-4	-4	2	7	-0.4	nt
CCOc1cccc2sc(N(CCN(CC)CC)C(=O)c3cccc([N+](=O)[O-])c3)nc12	-22	0	2	-3	6	0.3	nt
O=C(C[C@H]1CC[C@@H]2[C@H](COC[C@@H](O)CN2C(=O)Nc2cccc(Cl)c2)O1)NCCCN1CCOCC1	-1	3	-7	-3	-2	-1.0	3[16.7 µM]
O=C(Nc1ccccc1Br)c1c(F)cccc1Cl	-4	-1	nt	nt	-4	-3.7	-2
O=C(C[C@H]1C[C@@H]2c3cc(NC(=O)NC4CCCC4)ccc3O[C@@H]2[C@@H](CO)O1)NCc1ccc(-c2ccccc2)cc1	-3	-1	-2	nt	4	0.6	5[16.7 µM]
O=C(NCCSc1ccc(Br)cc1)c1ccccc1	0	nt	1	4	3	-4.0	nt
CCCC(=O)Nc1ccc2c(c1)C(=O)N(C)[C@H]1CC[C@@H](CC(=O)NCCCN(C)C)O[C@@H]1CO2	-1	18	3	-11	1	-2.3	-6[16.7 µM]
CC1CCN(S(=O)(=O)c2nnc(NC(=O)c3cccc(Cl)c3)s2)CC1	0	19	-1	-2	6	-4.1	1
CC1(C)C2CCC1(C)C(OC(=O)c1ccc(O)cc1)C2 (stereo not given)	2	8	0	0	-4	-0.7	-2
COc1cccc(S(=O)(=O)N2C[C@H](O)COC[C@@H]3O[C@H](CC(=O)NCCCN4CCOCC4)CC[C@H]32)c1	-28	1	0	-2	-1	-1.1	-3[16.7 µM]
C=CC[C@H](CC(=O)N(CCO)Cc1ccccc1)C(=O)N[C@H](COC(=O)[C@@H](CC=C)Cc1ccc(F)cc1)C(C)(C)C	0	nt	2	nt	10	-2.3	-5
Cc1nn(C)cc1NC(=O)C[C@@H]1CC[C@@H]2[C@@H](COc3ccc(NC(=O)Nc4cccc(Cl)c4)cc3C(=O)N2C)O1	0	0	1	2	3	-0.2	-48[16.7 µM]
CSc1nc(N)nc2c1ncn2CC(=O)N[C@H](C)c1cccc2ccccc12	2	4	-1	4	8	0.3	-1
COc1ccc(NC(=O)c2nn(C)c(=O)c3ccccc23)cc1S(=O)(=O)Nc1ccccc1Cl	-1	-1	-4	3	1	-1.7	nt
C[C@@H]1CCCCO[C@@H](CN(C)S(C)(=O)=O)[C@@H](C)CN([C@H](C)CO)C(=O)c2cc(NC(=O)C3CCCCC3)ccc2O1	-1	-12	-3	-1	0	-0.5	3[16.7 µM]
CCOC(=O)c1oc2ccccc2c1NC(=O)COc1cccc(OC)c1	1	-9	-2	9	0	-0.4	6
CCC(=O)NC(=S)Nc1ccc(NC(=S)NC(=O)c2ccccc2)cc1	-5	nt	-3	0	-7	4.7	nt

A second format for some results above.
mol,Casp6 inh,DENV2 CPE,ERAP1 inh,SIRT5 inh,ERp5 inh,F508del corr,miR-122 sensor
O=C(NCCSc1ccc(Br)cc1)c1ccccc1,0,nt,1,4,3,-4.0,nt
CCCC(=O)Nc1ccc2c(c1)C(=O)N(C)[C@H]1CC[C@@H](CC(=O)NCCCN(C)C)O[C@@H]1CO2,-1,18,3,-11,1,-2.3,-6[16.7 µM]
CC1CCN(S(=O)(=O)c2nnc(NC(=O)c3cccc(Cl)c3)s2)CC1,0,19,-1,-2,6,-4.1,1
CC1(C)C2CCC1(C)C(OC(=O)c1ccc(O)cc1)C2 (stereo not given),2,8,0,0,-4,-0.7,-2
COc1cccc(S(=O)(=O)N2C[C@H](O)COC[C@@H]3O[C@H](CC(=O)NCCCN4CCOCC4)CC[C@H]32)c1,-28,1,0,-2,-1,-1.1,-3[16.7 µM]
C=CC[C@H](CC(=O)N(CCO)Cc1ccccc1)C(=O)N[C@H](COC(=O)[C@@H](CC=C)Cc1ccc(F)cc1)C(C)(C)C,0,nt,2,nt,10,-2.3,-5
Cc1nn(C)cc1NC(=O)C[C@@H]1CC[C@@H]2[C@@H](COc3ccc(NC(=O)Nc4cccc(Cl)c4)cc3C(=O)N2C)O1,0,0,1,2,3,-0.2,-48[16.7 µM]
CSc1nc(N)nc2c1ncn2CC(=O)N[C@H](C)c1cccc2ccccc12,2,4,-1,4,8,0.3,-1
COc1ccc(NC(=O)c2nn(C)c(=O)c3ccccc23)cc1S(=O)(=O)Nc1ccccc1Cl,-1,-1,-4,3,1,-1.7,nt
C[C@@H]1CCCCO[C@@H](CN(C)S(C)(=O)=O)[C@@H](C)CN([C@H](C)CO)C(=O)c2cc(NC(=O)C3CCCCC3)ccc2O1,-1,-12,-3,-1,0,-0.5,3[16.7 µM]
CCOC(=O)c1oc2ccccc2c1NC(=O)COc1cccc(OC)c1,1,-9,-2,9,0,-0.4,6
CCC(=O)NC(=S)Nc1ccc(NC(=S)NC(=O)c2ccccc2)cc1,-5,nt,-3,0,-7,4.7,nt

Carrying on.
SMILES	Casp6 inh	DENV2 CPE	ERAP1 inh	SIRT5 inh	ERp5 inh	F508del corr	miR-122 sensor
C/C(=N\NC(=O)CN(c1ccccc1Br)S(C)(=O)=O)c1cccs1	-3	-5	0	-4	-6	-1.8	3
COC(=O)C[C@H]1CC[C@H]2[C@@H](COc3ccc(NS(=O)(=O)c4cccc(F)c4)cc3C(=O)N2C)O1	0	3	0	-8	0	1.7	-2[16.7 µM]
COc1cc(/C=N/Nc2nc3ccccc3s2)ccc1O	0	-1	nt	0	1	0.9	10
O=C1Nc2ccccc2-n2nnnc2C1N1CCN(C(=O)C2CCCO2)CC1 (stereo not given)	0	1	nt	-1	2	-1.1	nt
NC(=O)COC(=O)c1c2c(nc3ccccc13)CCCCC2	-2	-1	-5	-3	-1	-3.3	nt
COc1cccc(-c2ccc3c(c2)[C@H]2[C@H](CCN2Cc2ccccc2OC)[C@H](CO)N3)c1	-1	-24	0	3	5	1.5	0[16.7 µM]
O=C(CN1C(=O)c2ccccc2C1=O)Nc1ccccc1	0	6	-3	-1	-4	1.0	-2
